PTAP-TSG101 blk = inhibitors of HIV-1 PTAP binding to human TSG101, validation. Fluorescence polarization, FITC-PTAP peptide/Tsg101, 20 min. AID 1347069. 44,000 tested, under 10 active. Potency, µM (highest dose often 115 µM), inactives show at the top dose activity change, negative = inhibition, actives largely listed as inhibitors; note: potency is the fitted concentration of half-maximal effect; 0% is about no effect
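Compounds pinned into 10 uM Tsg101 binding domain, then 50 nM FITC-PTAP peptide added in pH 7.5 HEPES buffer; FP read after 20 min, room temperature. Total S+P intensity flags fluorescent compounds; active cut-off <25 µM, efficacy <60%.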
p53null 32C tox = p53 null cell cytotoxicity, permissive temperature. 0.62% of 55,000 active. Potency, µM (doses to about 46.1 µM), without a hit: top-dose activity change, negative = cytotoxicity, most hits filed as cytotoxic. H1299-neo p53 null cells, ATP luminescence, 24 h, 32C;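 note: potency is the fitted concentration of half-maximal effect; 0% = DMSO only and -100% = full killing by 100 µM tamoxifen; nearly all actives have a fitted effect of over 55% in size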
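H1299-neo (p53 null) cells, 600/well, treated 24 h at 32C with compound up to 46 uM; ATPlite luminescence viability, normalized to DMSO and 100 uM tamoxifen; AC50 by Hill fit.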
GALK inhibitor = GALK (human) enzyme inhibition. P51570. recombinant GALK, Kinase-Glo ATP luminescence, 1 h. Potency, µM (top dose mostly 57.5 µM), without a hit: top-dose activity, negative = inhibition, actives largely listed as inhibitors. 44,000 tested, under 10 active. AID 1347072;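 note: plate controls were full GALK reaction for no effect and reaction lacking GALK for full effect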
Target sequence (P51570 whole entry, looked up): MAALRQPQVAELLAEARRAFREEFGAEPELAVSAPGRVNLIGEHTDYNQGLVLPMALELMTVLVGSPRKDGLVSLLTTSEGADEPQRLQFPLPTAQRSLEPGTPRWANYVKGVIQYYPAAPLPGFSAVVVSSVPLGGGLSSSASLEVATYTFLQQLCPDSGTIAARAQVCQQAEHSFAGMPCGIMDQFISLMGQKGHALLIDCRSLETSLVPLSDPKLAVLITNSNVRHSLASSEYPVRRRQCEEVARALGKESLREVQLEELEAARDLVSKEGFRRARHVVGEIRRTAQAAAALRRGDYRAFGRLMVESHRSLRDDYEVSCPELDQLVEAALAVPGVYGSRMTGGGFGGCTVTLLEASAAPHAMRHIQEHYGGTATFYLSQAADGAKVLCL
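5 nM GALK; 35 uM ATP; 100 uM D-galactose; 20 mM HEPES pH 8.0, 5 mM MgCl2, 60 mM NaCl, 1 mM DTT, 0.01% BSA; 1 h RT; Kinase-Glo Plus luminescence.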
NTMT1 inh = inhibitors of human N-terminal methyltransferase NTMT1; Q9BV86; NTMT1 MTase-Glo SAH luminescence, purified enzyme; Potency, µM (highest dose often 114 µM), without a hit: at the highest dose activity change, negative = inhibition, hits mostly inhibitors; 2.5% of 59,000 active; AID 1645870;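 note: potency is the fitted concentration of half-maximal effect; plate controls were DMSO vehicle for no effect and no enzyme for full effect; nearly all actives have a fitted effect of over 65% in size; many of its hits are not listed in these tables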
FH mod = Identification of activators of human fumarate hydratase by quantitative high-throughput screening; 0.22% of 54,000 active; AID 1347055, 2019; Potency, µM (titrated, usually from 79.9 µM), for the others: at the top dose activity change, negative = inhibition, most hits filed as inhibitors; FH coupled MDH/diaphorase resazurin fluorescence, 15 min; note: potency is the fitted concentration of half-maximal effect; % is set by controls: 0 for no effect and ±100 for the full control effect; the screen sought activators but most active calls are inhibition curves; nearly all actives have a fitted effect of over 45% in size
Target sequence (P07954 whole entry, looked up): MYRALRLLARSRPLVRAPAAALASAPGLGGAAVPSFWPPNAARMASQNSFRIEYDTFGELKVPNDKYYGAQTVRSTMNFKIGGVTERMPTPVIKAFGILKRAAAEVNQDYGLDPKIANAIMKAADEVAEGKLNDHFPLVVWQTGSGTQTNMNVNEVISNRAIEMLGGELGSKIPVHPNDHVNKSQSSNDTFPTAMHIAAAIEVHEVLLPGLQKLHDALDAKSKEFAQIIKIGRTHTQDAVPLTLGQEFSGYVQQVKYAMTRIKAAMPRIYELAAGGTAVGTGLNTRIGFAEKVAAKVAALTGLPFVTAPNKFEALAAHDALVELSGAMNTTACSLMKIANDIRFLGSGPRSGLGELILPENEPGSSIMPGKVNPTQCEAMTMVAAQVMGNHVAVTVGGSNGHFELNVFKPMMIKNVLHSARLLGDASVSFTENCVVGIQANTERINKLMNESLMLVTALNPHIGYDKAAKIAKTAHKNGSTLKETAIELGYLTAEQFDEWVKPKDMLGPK
B2AR arrestin ag = beta-arrestin recruitment by human beta2-adrenergic receptor ligands; P07550; HTLA Tango cells, beta-arrestin recruitment, luciferase luminescence, 18 h; Potency, µM (series often up to 46.1 µM), for the others: at the highest dose activation, hits mostly activators; 44,000 tested, under 10 active;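 note: potency is the fitted concentration of half-maximal effect; 0% = DMSO and full agonism = EC100 isoproterenol or metaproterenol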
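Luminescence read-out: arrestin recruitment to recombinant beta2-AR releases tTA, inducing luciferase. Cells exposed 18 hr at 37 degrees C to up to 46 microM compound; %Activity from corrected signal, concentration-response curves classified by r2, magnitude and efficacy.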
p53null 39C tox = p53 null cell cytotoxicity, nonpermissive temperature. H1299 p53-null (neo) cells, 39C, ATPlite viability, 24 h. Potency, µM (top dose mostly 46.1 µM), for the others: at the highest dose activity, negative = cell killing, usual class: cytotoxic. 0.97% of 55,000 active. AID 904;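 note: potency is the fitted concentration of half-maximal effect; 0% = DMSO only and -100% = full killing by 100 µM tamoxifen; nearly all actives have a fitted effect of over 50% in size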
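Temperature-shift cytotoxicity format: compound titrations on p53-null or A138V-expressing H1299 cells held 24 hr at 39C, cell ATP then measured, AC50 from Hill model.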
Numbers without * were called inactive; ? = inconclusive; / = no result given; [ ] = another dose, or the depositor's remark. Calls come from the whole dose curve; as a rule, active = well fitted curve in the direction sought with a large enough effect; inconclusive = small, poorly fitted or top-dose-only effect, or another doubt; inactive = no such curve, though single readings can be large; an effect the other way counts as inactive or inconclusive.

SMILES | PTAP-TSG101 blk | p53null 32C tox | GALK inhibitor | NTMT1 inh | FH mod | B2AR arrestin ag | p53null 39C tox
CCOC(=O)c1ccc(NC(=O)C(C)Sc2nc(=O)cc(N)n2CCc2ccccc2)cc1 (centres undefined) | -3% | 16% | 0% | 13% | -18% | 0% | -15%
Cc1cc2nc(NC(=O)c3ccc(S(=O)(=O)N4CCOCC4)cc3)sc2cc1C | 3% | -3% | 1% | ? | 11% | -1% | 8%
Cc1ccc(CN2CCC(CNC(=O)Nc3c(C)cccc3C)C2)cc1 (centres undefined) | 2% | -6% | -2% | 1% | 2% | -1% | -9%
Cc1ccc(NC(=O)C2CCN(S(=O)(=O)c3ccc4c(c3)CCCC(=O)N4)CC2)c(Br)c1 | -1% | -2% | 2% | -2% | -2% | -2% | 0%
COc1ccccc1C(=O)N(Cc1nc(-c2cccc(C)c2)no1)C(C)C | -6% | 1% | 8% | -26% | -5% | -2% | -15%
Cc1ccc2c(=O)cc(C(=O)Nc3c(C(=O)c4ccc(F)cc4)oc4ccccc34)oc2c1C | -4% | -2% | 2% | 2% | 1% | 0% | -1%
COc1ccc(/C=C/c2nc(C#N)c(NCCc3ccccc3)o2)cc1OC | -6% | -6% | 1% | -5% | ? | 1% | -13%
Cc1c(NC(=O)C(C)(C)Oc2ccc(Cl)cc2)cccc1-c1nc2ccccc2o1 | 0% | 11% | -1% | 1% | -19% | -1% | -10%
COc1ccc(CCN2C(=O)c3[nH]nc(-c4ccccc4O)c3C2c2ccc(OC)c(OC)c2)cc1 (centres undefined) | -1% | 47%[activator] | 9% | 15% | -26% | -2% | 59%[activator]
COc1ccc(NC(=O)c2cc(S(=O)(=O)N3CCCCC3)cn2C)cc1Cl | 1% | -1% | 1% | 6% | -1% | 0% | 7%
COc1cccc(CNC(=O)Cn2ccc3cc(S(=O)(=O)N4CCCC4)ccc32)c1 | 1% | -7% | -1% | -15% | -10% | -1% | 13%
O=C(Nc1ccc2oc(-c3cccnc3)nc2c1)c1ccccc1F | 2% | -10% | 0% | -9% | -17% | -2% | -14%
COCCNC(=O)Cn1nc(C)c2c(C)n(-c3ccc(C)cc3)nc2c1=O | -1% | -6% | -1% | 0% | -8% | 0% | 8%
Cc1ccc(C)c(N2CCN(CCCNC(=O)c3cnn(-c4ccccc4Cl)c3C3CCN(C(=O)OC(C)(C)C)CC3)CC2)c1 | -8% | 30% | -1% | -2% | ? | -1% | 13µM*
COc1ccccc1NC(=O)CSc1ncc2c(n1)-c1cc(Cl)ccc1N(Cc1ccccc1)S2(=O)=O | 2% | 3% | -3% | -17% | -20% | 1% | 2%
CCOc1ccc(NC(=O)c2cnn(-c3ccc(C)c(C)c3)c2C2CCN(C(=O)OC(C)(C)C)CC2)cc1 | -1% | -1% | 0% | 4% | ? | 0% | 1%
CC(C)(C)CC(=O)NCC(c1ccc2c(c1)OCO2)N1CCN(c2ccccc2)CC1 (centres undefined) | 0% | 0% | 2% | -3% | -11% | 0% | 6%
Cc1cccc(Cn2c(=O)n(Cc3ccc(C(=O)NC4CCN(Cc5ccccc5)CC4)cc3)c(=O)c3ccccc32)c1 | -1% | 17% | 5% | -10% | -1% | -2% | -7%
COC(=O)c1c(NC(=O)c2cc3nc(-c4ccc(Br)cc4)cc(C(F)(F)F)n3n2)sc2c1CCCC2 | 0% | -4% | -2% | 4% | -10% | -2% | 7%
CCCc1nn2c(=O)cc(COC(=O)c3ccccc3NC(=O)COc3ccccc3)nc2s1 | -4% | -10% | 3% | 10% | -10% | -1% | 1%
O=C(OCc1ccco1)c1ccc2c(c1)N(Cc1ccc([N+](=O)[O-])cc1)C(=O)c1ccccc1S2 | -2% | 3% | -4% | 1% | -15% | 0% | ?
CC(C)NC(=O)c1ccc(NC(=O)N2CCCCc3ccccc32)cc1 | 1% | -7% | -1% | 3% | 5% | 1% | 7%
COc1ccc(N2CCN(S(=O)(=O)c3ccc4oc(=O)c5ncn(C)c5c4c3)CC2)cc1 | 1% | -2% | -3% | / | / | 1% | 12%
COc1cccc(NC(=O)CN2C(=O)c3ccccc3Sc3ncccc32)c1 | 0% | 8% | -1% | -2% | -12% | -1% | 11%

Fetched by structure from the list above (5):
SMILES | PTAP-TSG101 blk | p53null 32C tox | GALK inhibitor | NTMT1 inh | FH mod | B2AR arrestin ag | p53null 39C tox
COCCNC(=O)Cn1nc(C)c2c(C)n(-c3ccc(C)cc3)nc2c1=O | -1% | -6% | -1% | 0% | -8% | 0% | 8%
O=C(OCc1ccco1)c1ccc2c(c1)N(Cc1ccc([N+](=O)[O-])cc1)C(=O)c1ccccc1S2 | -2% | 3% | -4% | 1% | -15% | 0% | ?
CCCc1nn2c(=O)cc(COC(=O)c3ccccc3NC(=O)COc3ccccc3)nc2s1 | -4% | -10% | 3% | 10% | -10% | -1% | 1%
COc1ccccc1NC(=O)CSc1ncc2c(n1)-c1cc(Cl)ccc1N(Cc1ccccc1)S2(=O)=O | 2% | 3% | -3% | -17% | -20% | 1% | 2%
CC(C)(C)CC(=O)NCC(c1ccc2c(c1)OCO2)N1CCN(c2ccccc2)CC1 (centres undefined) | 0% | 0% | 2% | -3% | -11% | 0% | 6%

Further records
SMILES | PTAP-TSG101 blk | p53null 32C tox | GALK inhibitor | NTMT1 inh | FH mod | B2AR arrestin ag | p53null 39C tox
CCn1c2ccccc2c2nnc(N3CCN(c4cc(C)ccc4C)CC3)nc21 | 2% | 18% | 1% | 2% | -10% | 0% | 23%
Cc1cc(C)n2nc(CNC(=O)c3cccc(N(C)C)c3)nc2n1 | -6% | -6% | 9% | -5% | -13% | -3% | -24%
CCOc1ccc(NC(=O)c2c(NCc3cccnc3)sc3c2CCCC3)cc1 | 1% | -19% | -2% | 3% | -9% | -1% | 4%
CCN(Cc1ccccc1)S(=O)(=O)c1ccc2c(c1)CCCN2C(C)=O | -2% | 8% | 0% | 2% | -2% | 1% | 12%
CCOc1ccc(NC(=O)Cn2c(=O)n(-c3cccc(OC)c3)c(=O)c3c4c(sc32)CCCC4)cc1 | -6% | 1% | 2% | 14% | 0% | -2% | -1%
CCOc1ccccc1CNC(=O)c1ccc(N2Cc3ccccc3Oc3ncccc32)s1 | 5% | 0% | -1% | -7% | -20% | 1% | 3%
O=C(CSc1nnc(-c2cccs2)o1)Oc1ccc(Cl)cc1 | -6% | 2% | 0% | 16% | 6% | -3% | 1%
CCOC(=O)c1[nH]c(C)c(CCC(=O)NCc2ccc(OCC)cc2)c1C | -4% | 2% | 0% | 6% | 18% | 1% | -12%
O=C(Cn1c(=O)n(-c2ccccc2Cl)c(=O)c2sc3ccccc3c21)N1CCCC1 | 2% | -3% | -4% | 9% | 2% | 0% | -13%
COc1ccc(N2CCN(C(=O)C3CCN(Cc4nc(-c5ccc(Cl)cc5)oc4C)CC3)CC2)cc1 | -4% | -4% | -17% | 89µM* | -17% | 0% | -23%
CCOC(=O)c1cc(-c2ccc(C)cc2)n(CC(=O)Nc2cc(C)ccc2C)c1C | -2% | 0% | -1% | 6% | -8% | -1% | 5%
Cc1ccn2c(=O)cc(COc3ccc(NC(=O)COc4ccc(C)c(C)c4)cc3)nc2c1 | -2% | -2% | 0% | -5% | 0% | 1% | 34%
O=S1(=O)c2ccccc2N(Cc2cccc(Cl)c2)c2ccccc21 | 3% | 11% | 4% | -3% | ? | 2% | 16%
Fc1ccc(C2=CC(c3ccc(F)cc3)n3c(nc4ccccc43)N2)cc1 (centres undefined) | -5% | 13µM* | 0% | 8% | -3% | 0% | 10µM*
Cc1cccc(CCNC(=O)c2ccc(CSCc3cccc(Cl)c3)o2)c1 | 3% | 42%[activator] | 0% | ? | -20% | 2% | -8%
Cc1cccc(N(C)C(=O)CCNS(=O)(=O)c2ccc3c(c2)CCN3C(=O)C2CC2)c1 | 1% | 3% | -5% | 6% | 1% | 0% | -8%
COc1ccccc1CNC(=O)C(=O)NCC(c1ccco1)S(=O)(=O)c1cccs1 (centres undefined) | -3% | -2% | 1% | 2% | 1% | -3% | -9%
COc1ccc(OC)c(NC(=O)CCc2c(C)nc3c(c(C)nn3C(C)(C)C)c2C)c1 | -2% | 2% | -3% | -19% | -18% | -3% | 0%
CCCCCSc1nnc2c(n1)OC(c1ccc(C)s1)N(C(C)=O)c1ccccc1-2 (centres undefined) | 0% | 23% | 5% | -27% | -17% | 1% | -7%
Cc1c(Cl)cccc1NC(=O)N1CCOc2ccccc21 | 1% | 3% | 3% | 9% | -13% | 1% | 4%
CC(C)(C)C1CCc2c(sc(NC(=O)c3ccncc3)c2C(=O)Nc2ccccc2Cl)C1 (centres undefined) | 2% | -3% | -2% | 16% | 6% | 1% | -9%
CCC(C(=O)O)n1ccc2cc(S(=O)(=O)N3CCCCC3)ccc21 (centres undefined) | 1% | -1% | -13% | 14% | 5% | -2% | -27%
Cc1c(C(=O)N2CCC(C)CC2)c(S(=O)(=O)N(Cc2ccccc2)C(C)(C)C)c(C)n1C | -1% | -9% | -1% | -23% | -3% | -1% | -11%
COc1cccc(Nc2sc(C(=O)c3ccc4c(c3)OCO4)c(N)c2S(=O)(=O)c2ccccc2)c1 | -1% | 21% | 1% | 5% | -2% | ? | 3%
COc1ccccc1CNC(=O)C(=O)NCC(c1ccco1)S(=O)(=O)c1ccc(C)cc1 (centres undefined) | -4% | -5% | 0% | -13% | -5% | -4% | 2%
O=C(Nc1ccc(NC(=O)c2cccs2)cc1)c1cccc(Br)c1 | 0% | -3% | 3% | -3% | -1% | 0% | -14%
Cc1nc2c(-c3ccccc3)c(C)[nH]n2c(=O)c1Cc1ccc(C(C)C)cc1 | -1% | / | 1% | 13% | 6% | 0% | /
COc1cc(OC)cc(C(=O)Nc2ccc3c(c2)OCCO3)c1 | 2% | 7.9µM* | 3% | 32µM* | -7% | 0% | 6.3µM*
Cc1cc(O)c(C(c2cccc(Cl)c2)N2CCN(c3ccccc3)CC2)c(=O)n1Cc1ccco1 (centres undefined) | 0% | 13% | 1% | 3% | -27% | -1% | 10%
CCN1CCC(N(Cc2cccc(OC)c2)C(=O)Nc2ccc(C)cc2Cl)CC1 | -3% | -15% | 5% | -2% | -1% | 0% | -11%
Cc1ccc(Cn2c(SCc3ccc(C(=O)N4CCCCCC4)cc3)nc3ccncc32)cc1 | 0% | 10% | 7% | -5% | -4% | -2% | -6%
Cc1cccc(Cn2c(CNS(=O)(=O)c3ccc(C(C)C)cc3)nc3cccnc32)c1 | -4% | 14% | -1% | 11% | -4% | 0% | 13%
COC(=O)c1ccc(NC(=O)C(C)Sc2nc(=O)cc(N)n2CCc2ccccc2)cc1 (centres undefined) | -8% | -11% | -1% | -1% | -12% | 1% | -19%
COc1ccccc1NC(=O)COC(=O)CC(C)(C)CC1=NS(=O)(=O)c2ccccc2N1 | 0% | -6% | 0% | -3% | 0% | ? | 0%
COc1ccc(C2C(=O)N(C3CCC(C)CC3)CC(=O)N2C2CCCCC2)cc1OC (centres undefined) | 1% | -1% | -1% | / | / | -1% | -8%

These rows are one share of the data; rates above refer to the full screens.
